PAFAH2 inh – inhibitors of human PAFAH2 | 340,000 compounds, 0.99% hits | AID 492956 | recombinant PAFAH2, FP-rhodamine activity probe, fluorescence polarization | Q99487 | inhibition, % at 3.39 µM;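 active means inhibition above the mean over all tested compounds plus 3 SD, cut at about 30% in these data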;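 further: inhibitors block probe labeling of enzyme so polarization drops; 0% = enzyme with DMSO and 100% = wells lacking PAFAH2 protein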
PAFAH1B3 inh – inhibitors of human PAFAH1B3. Q15102. AID 492972. 340,000 compounds, 0.28% hits. recombinant PAFAH1B3, FP-rhodamine probe, fluorescence polarization. inhibition, % at 3.39 µM;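 active means inhibition above the screen-wide average of all tested compounds plus 3 SD, cut at about 25% in these data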;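 further: 0% = enzyme with DMSO only and 100% = wells lacking PAFAH1B3 protein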
Target sequence (Q15102 whole entry, looked up): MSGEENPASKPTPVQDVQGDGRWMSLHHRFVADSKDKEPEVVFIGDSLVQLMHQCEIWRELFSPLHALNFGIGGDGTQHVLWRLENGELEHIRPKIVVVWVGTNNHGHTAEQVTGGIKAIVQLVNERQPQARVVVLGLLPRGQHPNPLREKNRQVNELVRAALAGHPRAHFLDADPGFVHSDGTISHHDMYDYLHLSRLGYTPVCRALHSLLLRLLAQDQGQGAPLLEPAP
PAFAH1B2 FP inh – PAFAH1B2 (human) inhibition; 340,000 compounds, 1.2% hits; P68402; inhibition, % at 3.39 µM; AID 492953; recombinant PAFAH1B2, FP-rhodamine activity probe, fluorescence polarization;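 active means inhibition above the mean of all tested compounds plus 3 SD, cut at about 24% in these data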;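 further: 0% = enzyme with DMSO and 100% = wells lacking PAFAH1B2; many of its hits are not listed in these tables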
Target sequence (P68402 whole entry, looked up): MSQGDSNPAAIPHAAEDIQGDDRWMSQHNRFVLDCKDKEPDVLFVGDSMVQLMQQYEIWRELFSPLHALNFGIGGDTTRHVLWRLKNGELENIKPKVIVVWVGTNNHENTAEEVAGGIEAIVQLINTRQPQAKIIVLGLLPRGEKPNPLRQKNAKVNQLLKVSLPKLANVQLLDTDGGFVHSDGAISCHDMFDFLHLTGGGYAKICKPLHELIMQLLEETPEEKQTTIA
* = called active by the depositor. These rows are one share of the data (hit frequency here may not be typical).

SMILES	PAFAH2 inh	PAFAH1B3 inh	PAFAH1B2 FP inh
O=C1NC(=S)NC1Cc1ccc(O)cc1 (stereo not drawn)	5	-1	7
C/C(=N\Nc1ccc(Cl)nn1)c1ccccc1O	7	5	0
CCOc1ccc(NC(=O)CN(C)C(=O)C2CC(=O)N(CCc3ccc(OC)c(OC)c3)C2)cc1OCC (stereo not drawn)	-4	2	0
COc1ccc(/C(O)=C2/C(=O)C(=O)N(CCCN3CCOCC3)C2c2ccc(C)cc2)cc1 (stereo not drawn)	3	2	7
CC(=O)Nc1c(Cl)cc2c(c1Cl)Cc1ccccc1-2	-7	12	5
O=C(N/N=C/c1cccc2ccccc12)c1cccs1	-4	0	3
CC1CN(Cc2ccccc2)C(=O)N(c2ccccc2)C1=O (stereo not drawn)	2	3	5
CC(=Nc1ccccc1)C1=C(O)C(Cc2ccc(O)cc2)NC1=O (stereo not drawn)	6	0	-2
CN(CCc1ccccc1)C(=O)c1ccc(NC(=O)Cc2ccc(NC(=O)C3CCN(C(=O)C4CCCC4)CC3)cc2)cc1	-1	8	2
Cc1cccc(NS(=O)(=O)c2ccc(C)c(NS(=O)(=O)c3cccs3)c2)c1	14	1	4
C[C@@H]1CN(S(=O)C(C)(C)C)[C@@H](CCO)/C1=C\c1ccccc1 (stereo partly drawn)	5	9	0
COc1cc([N+](=O)[O-])ccc1-c1ccc(/C=N\n2cnnc2)o1	-11	1	-8
Cc1ccc(S(=O)(=O)N2CCN(C(=O)c3cc(S(=O)(=O)N4CCOCC4)ccc3F)CC2)cc1	3	12	14
COc1ccc(/C=C/C(=O)N(C)CC(=O)Nc2cccc(F)c2)cc1S(=O)(=O)N1CCCCC1	9	7	3
Cc1ccc(-n2ncc3c(SCC(N)=O)ncnc32)cc1C	-5	12	-4
O=C(CNc1cc(S(=O)(=O)N2CCOCC2)ccc1N1CCCC1)Nc1ccc(Cl)cc1	3	5	3
O=C(NN=Cc1cc(Cl)ccc1[N+](=O)[O-])c1cccc2ccccc12	0	4	4
Cc1ccc(S(=O)(=O)NC(C(=O)N2CCN(S(=O)(=O)c3cccc(F)c3)CC2)C(C)C)cc1 (stereo not drawn)	-1	7	3
Cc1ccc(C2=NC(=O)/C(=C/c3cc(O)c(O)c(Br)c3)S2)cc1	78*	48*	37*
COC(=O)Cn1cc(S(=O)(=O)NCc2ccc(C)cc2)c2cc([N+](=O)[O-])ccc21	-4	3	7
Cc1cc(NC(=O)c2cncc(Br)c2)n(-c2ccccn2)n1	0	8	-2
CCCCn1c(NCCC)nc2c1c(=O)[nH]c(=O)n2C	-6	0	0
Cc1ccc(NC(=O)C(C)OC(=O)COc2cccc(C(F)(F)F)c2)cc1S(=O)(=O)N1CCOCC1 (stereo not drawn)	1	9	5
CC(=O)Nc1ccc(NCc2ccc(-c3ccccc3)cc2)cc1	-3	-1	2
C=CCn1c(C)cc(-c2csc(NC(=O)C3CCN(c4ncnc5sc(C)c(C)c45)CC3)n2)c1C	9	-1	3
Cc1ccc(CSCc2nc3ccccc3[nH]2)cc1	0	-1	7
CS(=O)(=O)c1ccccc1C(=O)N1CCN(S(=O)(=O)c2ccc(C3CCCCC3)cc2)CC1	10	-1	1
OCC1OC(n2cnc3c(/C=C(\O)c4ccccc4)ncnc32)C(O)C1O (stereo not drawn)	8	3	-1
O=C(Nc1cc(S(=O)(=O)N2CCOCC2)ccc1Cl)c1ccc(=O)[nH]c1	-2	2	3
Cc1ccc(C)c(OCc2cc(C(=O)N3CCN(c4cnccn4)CC3)no2)c1	-1	2	-2
O=C(OCc1ccccc1)N1CCC2CC1c1cc(N3CCOCC3)ccc12 (stereo not drawn)	9	6	-1
COc1ccc(/C=C/C(=O)c2c(O)c(OC)c3occc3c2OC)cc1	4	1	3
O=C(O)CCc1ccc(-c2ccc(Br)cc2)n1-c1ccc(O)cc1	1	0	33*
O=c1ccn(C2CCCO2)c(=O)[nH]1 (stereo not drawn)	-4	12	6
CCCC(=O)N1CCN(c2ccc(NC(=O)c3ccc([N+](=O)[O-])o3)cc2Cl)CC1	6	3	3
CN(CC(=O)Nc1ccc(F)cc1)C(=O)c1ccc2ccccc2n1	-3	0	2
Cc1ccc(CNCCCn2cnc(C(=O)Nc3ccc(C)c(C)c3)n2)o1	10	7	5
CC(C)(C)OC(=O)N(Cc1ccccc1)Cc1ccccc1OCc1cccc(NC(=O)C2CCC2)c1	-18	-2	-2
COC(=O)Cc1c(-c2[nH]c3ccccc3c2CC(=O)OC)[nH]c2ccccc12	5	-3	3
CC(C)(C)c1ccc(C(=O)OCC(=O)NC2CC2)cc1	73*	1	15
COc1ccc(NC(=O)c2ccc(COc3ccccc3)o2)c(OC)c1	3	1	4
CCOc1ccccc1NC(=O)c1c(NC(=O)CCC(=O)O)sc2c1CCCCC2	-1	-4	5
O=C(Nc1ccccc1Cl)c1ccc(C(=O)Nc2ccccc2Cl)cc1	-2	8	-2
O=C1C(=NO)CCCc2ccccc21	6	7	8
COc1cccc(C(CC(=O)NCC2CCCO2)NS(=O)(=O)c2ccc(C)cc2)c1OC (stereo not drawn)	-9	-5	-2
COc1ccc(CN2CCNC(=O)C2CC(=O)N(C)CC2CCOCC2)cc1C (stereo not drawn)	0	10	6
Cc1nc(Nc2ccc(Cl)c(Cl)c2)sc1C(/C=C/c1ccc2c(c1)OCO2)=NNc1ccc([N+](=O)[O-])cc1[N+](=O)[O-]	-10	12	0
C/C(=N/NC(=O)c1ccc(C)s1)c1ccncc1	-3	1	3
NC(=S)NN=C1c2ccccc2-c2c(F)c(F)c(F)c(F)c21	6	51*	-3
CC(=O)NC(c1cccc([N+](=O)[O-])c1)c1ccc2cccnc2c1O (stereo not drawn)	0	16	3
CCCCn1cnc2c(SCc3ccc(Cl)cc3)nc(N)nc21	0	9	9
CCc1ccccc1NC(=O)CN(C)C(=O)COC(=O)c1ccccc1Cl	2	4	-1
N#C/C(=C\c1ccc(C(=O)O)cc1)c1nc2sc3c(c2c(=O)[nH]1)CCCC3	18	25	8
CCOc1ccc2c(c1)C(=NNC(=O)c1ccccn1)c1cc(OCC)ccc1-2	1	3	4
O=C(NCCc1ccc(F)cc1)Nc1ccccc1Cl	0	0	11
C=CCN(c1ccccc1OC)S(=O)(=O)c1cccc(C(=O)OCC(=O)c2c(N)n(C)c(=O)n(C)c2=O)c1	0	-6	-3
CC1Cc2cc(-c3csc(NC(=O)CCl)n3)ccc2N1C(=O)C1CC1 (stereo not drawn)	-11	5	1
Nc1ccc2[nH]c(=S)[nH]c2c1	4	4	0
O=C1ON(Cc2ccccc2)C(c2ccccc2)N1c1ccccc1 (stereo not drawn)	1	12	8
O=c1[nH]c2ccc(N=Cc3c(O)ccc4cc(Br)ccc34)cc2[nH]1	-11	-15	-1

The list goes on.
SMILES	PAFAH2 inh	PAFAH1B3 inh	PAFAH1B2 FP inh
NS(=O)(=O)c1ccc(N/N=C/c2ccc(O)c(O)c2O)c([N+](=O)[O-])c1	6	12	-1
CCOC(=O)[C@@H]1CSCCS(=O)(=O)N1	-5	1	1
CC(Sc1nc(N2CCOCC2)c2c(c1C#N)CC(C)(C)OC2)C(=O)Nc1ccccc1 (stereo not drawn)	1	-3	2
COc1ccc(Br)c(C(=O)OCC(=O)N2CCC(Cc3ccccc3)CC2)c1	-4	0	0
CC(C)(C)OC(=O)N1CCCC(C(=O)Nc2cccc(C(=O)NC3CC3)c2)C1 (stereo not drawn)	-6	2	6
O=C1CC(c2ccccc2)=NO1	-3	19	4
COc1ccc(C(=O)Nc2ccnn2C2CCN(CC3CC=CCC3)CC2)cc1 (stereo not drawn)	-1	9	5
CCCCCC(O)CCCC(=O)O (stereo not drawn)	3	-5	1
CCN(C(=O)COC(=O)CCOc1ccccc1C)c1c(N)n(Cc2ccccc2)c(=O)[nH]c1=O	2	-2	3
O=C(O)CSc1nc2ccc(C(=O)c3ccccc3)cc2[nH]1	8	-2	4
CC(=O)OC1CC2(C)/C(=N\O)CCC2C2CCc3cc(O)ccc3C12 (stereo not drawn)	3	8	5
O=C(NNC(=O)c1ccc2ccccc2c1)c1cccc(F)c1	4	3	4
CC1(C)N([O-])C2=C(CCCC2)[N+]1=O	4	2	5
COC(=O)c1cc(=O)c2ccc(OC)cc2o1	-6	12	3
CCN(CC(=O)Nc1c(F)cccc1F)C(=O)c1ccc(=O)[nH]c1	-1	0	-4

Entries of single compounds, quoted from the list. Order of screens: PAFAH2 inh	PAFAH1B3 inh	PAFAH1B2 FP inh
O=C(O)CSc1nc2ccc(C(=O)c3ccccc3)cc2[nH]1 is entered as 8	-2	4
COc1ccc(Br)c(C(=O)OCC(=O)N2CCC(Cc3ccccc3)CC2)c1 is entered as -4	0	0

Ordered by molecular weight (largest number first): some entries from above.
SMILES	PAFAH2 inh	PAFAH1B3 inh	PAFAH1B2 FP inh
CC(Sc1nc(N2CCOCC2)c2c(c1C#N)CC(C)(C)OC2)C(=O)Nc1ccccc1 (stereo not drawn)	1	-3	2
COc1ccc(Br)c(C(=O)OCC(=O)N2CCC(Cc3ccccc3)CC2)c1	-4	0	0
O=C1CC(c2ccccc2)=NO1	-3	19	4

(continued)
SMILES	PAFAH2 inh	PAFAH1B3 inh	PAFAH1B2 FP inh
CCCCCCNC(=O)CCc1nc2cccnc2n1Cc1ccc(OC)cc1	6	-8	-1
COC(=O)c1ccc(NC(=O)C2CCCN2C(=O)Nc2cccc(C(C)=O)c2)cc1 (stereo not drawn)	1	0	3
CC1CN(CC(O)c2ccc(Br)cc2)CCO1 (stereo not drawn)	-2	6	5
O=C(c1ccccc1)N1CCCCC1	-6	3	7
N#CCSc1ccccc1NC(=O)COC(=O)CCNC(=O)c1ccc([N+](=O)[O-])cc1	5	5	9
O=C(O)c1ccc(C=NN=Cc2ccco2)cc1	-1	10	2
CC1=CC(C)(C)NC(=S)N1c1ccc(Cl)cc1	-2	0	3
CC(C)c1ccc(/C=c2\sc3n(c2=O)C(N)=C(C#N)C(c2ccc(C(C)C)cc2)C=3C(N)=O)cc1 (stereo not drawn)	-6	-7	1
CC(=O)Nc1ccc(S(=O)(=O)NN=Cc2ccc(Cl)c(Cl)c2)cc1	13	1	3
C=CCOc1c(Br)cc(CNCCCN2CCOCC2)cc1OC	-2	2	8
O=C(c1ccccc1)C(O)(CN1CCCCC1)c1ccccc1 (stereo not drawn)	9	-4	0
Cc1ccc(NC(=S)N2CCN(S(C)(=O)=O)CC2)cc1C	4	9	0
Cc1cccc2c1c1ccc3c(c1n2C)C(=O)C=CC3=O	7	20	10
CC(C)CCOc1cccc(OCC(=O)O)c1	17	6	6
OC(CCCN1CCCCC1)(c1ccccc1)c1ccc(C(F)(F)F)cc1 (stereo not drawn)	5	1	1

Among those listed so far, these have a cyano group.
SMILES	PAFAH2 inh	PAFAH1B3 inh	PAFAH1B2 FP inh
N#C/C(=C\c1ccc(C(=O)O)cc1)c1nc2sc3c(c2c(=O)[nH]1)CCCC3	18	25	8
CC(Sc1nc(N2CCOCC2)c2c(c1C#N)CC(C)(C)OC2)C(=O)Nc1ccccc1 (stereo not drawn)	1	-3	2
N#CCSc1ccccc1NC(=O)COC(=O)CCNC(=O)c1ccc([N+](=O)[O-])cc1	5	5	9
CC(C)c1ccc(/C=c2\sc3n(c2=O)C(N)=C(C#N)C(c2ccc(C(C)C)cc2)C=3C(N)=O)cc1 (stereo not drawn)	-6	-7	1

The listing continues.
SMILES	PAFAH2 inh	PAFAH1B3 inh	PAFAH1B2 FP inh
CC(Oc1ccccc1F)C(=O)NNC(=O)Cc1ccc(S(=O)(=O)N2CCOCC2)s1 (stereo not drawn)	5	4	8
Cc1ccc(S(=O)(=O)N2CCOCC2)cc1NC(=O)Cn1c(=O)ccn(Cc2ccccc2)c1=O	1	7	2
C1=C(c2ccc(-c3ccccc3)cc2)Nc2ncnn2C1c1ccco1 (stereo not drawn)	0	5	7
O=[N+]([O-])c1ccc(NN=Cc2ccc3c(c2)OCO3)nc1	4	3	-1
CCc1cc2c(=O)c(-c3nc4ccccc4n3C)coc2c(CN2CCC(C)CC2)c1O	1	10	-1
C=CC(c1ccccc1)C(C(=O)c1ccccc1)N(C)C (stereo not drawn)	3	1	6
CC(C)C[C@@H](CO)NS(=O)(=O)c1c(F)cccc1F	0	2	7
O=S(=O)(c1ccc(Br)cc1F)N1CCC(O)CC1	-11	10	12
c1ccc(Cc2ccc(OCCn3ccnc3)cc2)cc1	6	6	8
CC(C)(C)S(=O)(=O)N1Cc2ccc(CO)cc2[C@@H]1CCO	5	6	6
COc1ccc(-c2coc3c(C)c4oc(=O)c(CC(=O)O)c(C)c4cc23)cc1	4	5	7
CN(c1ccccc1)S(=O)(=O)c1cccc(C(=O)Nc2cccc(C(=O)NC3CC3)c2)c1	0	8	1
Cc1ccc(S(=O)(=O)NCC(=O)NC2CCCC2)cc1	-11	1	3
Cc1cccc(C(=O)Nc2cccc3cccnc23)c1	-3	1	-1
COc1ccc(N(C(=O)c2snc(C(N)=O)c2N)C(C(=O)NC2CCCC2)c2ccco2)c(OC)c1 (stereo not drawn)	18	-2	2
COc1ccc(/C=C(/NC(=O)c2ccccc2)C(=O)NC(Cc2c[nH]c3ccccc23)C(=O)O)cc1 (stereo not drawn)	-6	-1	1
CCOC(=O)C1CCN(CC(=O)Nc2cc(C)nn2-c2nc3ccccc3s2)CC1	-4	-5	5
c1ccc(-n2nnnc2-c2cccc3ccccc23)cc1	1	3	2
CCN(C(=O)CSc1nnc(-c2ccc(C)cc2)n1N)c1c(N)n(Cc2ccccc2)c(=O)[nH]c1=O	2	7	0
CC1(C)CSC(C)(C)C(=O)N1	1	8	1
CNC(=S)N(Cc1cc2cc(C)ccc2n2nnnc12)CC(C)(C)CN(C)C	2	9	4
